Source: PubChem
HIF-2a block: blocks HIF-2a reporter activity. 786-0 RCC cells HIF-2a reporter, luciferase luminescence, overnight. inhibition, % at 18.8 µM. hit rate 0.72% among 360,000;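 active = inhibition of the luminescence signal of 40% or more relative to plate controls, in a single-dose primary screen at 18.75 µM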
Granule exo inh: blocks lytic granule exocytosis. TALL-104 LAMP-1 surface exposure, flow cytometry; cells stimulated with thapsigargin and PMA. hit rate 0.66% among 360,000. AID 651702. inhibition, % at 10 µM;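 active = inhibition above about 55%, limit read from the data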
TRPM1 prom inh: reduces MITF-dependent TRPM1 promoter luciferase signal. AID 488899. SK-MEL-5 TRPM1 promoter luciferase, 24 h. hit rate 0.83% among 330,000. inhibition, % at 12.5 µM;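 active = mean inhibition across replicates of 60% or more, whatever share of single replicates reaches that level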; also: values of inactives mirror those of a sister screen read the other way
Vif inh: HIV Vif inhibition; hit rate 0.35% among 340,000; AID 602346; inhibition, % at 7.49 µM; HEK293T cells, Vif self-association by quenched fluorescence, imaging, 24 h; in the data active = inhibition above about 50%, passing the limit was not always enough; also: some results filed as inactive read as strong as hits
hiPSC survival: enhancers of human iPSC single-cell survival. hiPSC single-cell survival, ATPlite luminescence; 100% = ROCK inhibitor wells, 0% = DMSO. survival enhancement, % at 20 µM. hit rate 0.044% among 360,000. AID 602274; in the data active = survival enhancement above about 18%;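 also: cells exposed to compounds for 16 hours before the ATP read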
PDI turbidity: blocks human protein disulfide isomerase activity; AID 588391; hit rate 0.052% among 350,000; PDI insulin aggregation turbidity, A650, 90 min; inhibition, % at 10 µM; P07237;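 active = mean inhibition across replicates of 30% or more, whatever share of single replicates reach that level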;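 also: absorbance from insulin aggregation driven by PDI reduction with DTT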
Target sequence (P07237 whole entry, looked up): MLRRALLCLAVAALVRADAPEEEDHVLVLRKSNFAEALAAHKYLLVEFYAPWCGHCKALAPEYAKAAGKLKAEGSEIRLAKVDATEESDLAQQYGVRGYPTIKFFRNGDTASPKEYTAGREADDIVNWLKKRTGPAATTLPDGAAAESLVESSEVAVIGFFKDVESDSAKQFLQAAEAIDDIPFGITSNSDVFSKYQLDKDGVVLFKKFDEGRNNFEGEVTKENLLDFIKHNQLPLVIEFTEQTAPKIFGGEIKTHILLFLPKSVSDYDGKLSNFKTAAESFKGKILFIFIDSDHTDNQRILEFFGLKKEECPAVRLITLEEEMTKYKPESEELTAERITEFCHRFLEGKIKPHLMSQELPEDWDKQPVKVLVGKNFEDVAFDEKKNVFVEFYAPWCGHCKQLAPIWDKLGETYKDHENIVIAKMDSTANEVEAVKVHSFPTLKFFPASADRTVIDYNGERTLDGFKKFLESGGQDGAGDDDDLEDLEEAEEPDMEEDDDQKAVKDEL
CaV13 ICDI inh: Primary screen for inhibitors of IQ motif and Ca2+-dependent inactivation inhibitor domain binding in CACNA1D, Förster resonance energy transfer in living cells, …. HEK cells, CFP/YFP FRET ICDI-IQ, plate reader, 10 min; percent FRET-ratio fall versus neutral wells. inhibition, % at 12.3 µM. hit rate 0.098% among 340,000. AID 743397;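 active = mean replicate inhibition of at least 30% and at least 1% of replicates passing that level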;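 also: 0% = median of the neutral control wells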
Peg3 prom inh: inhibitors of Peg3 promoter | inhibition, % at 20 µM | hit rate 1.7% among 360,000 | HeLa PEG-Prom luciferase reporter, luminescence, overnight;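 active = inhibition of at least 50% at 20 µM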
NR2E3 ag-1: activates human photoreceptor nuclear receptor NR2E3; inhibition of corepressor binding, % at 4.78 µM; Q9Y5X4; GST-NR2E3/biotin-RetCOR TR-FRET, 1536-well; AID 2300; hit rate 0.12% among 320,000;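 active = percent inhibition above the cutoff of mean plus 3 SD of all tested compounds, set per screening campaign, cut at about 20% in these data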;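 also: 0% = DMSO wells and 100% = biotin wells as full block of FRET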
Target sequence (Q9Y5X4 whole entry, looked up): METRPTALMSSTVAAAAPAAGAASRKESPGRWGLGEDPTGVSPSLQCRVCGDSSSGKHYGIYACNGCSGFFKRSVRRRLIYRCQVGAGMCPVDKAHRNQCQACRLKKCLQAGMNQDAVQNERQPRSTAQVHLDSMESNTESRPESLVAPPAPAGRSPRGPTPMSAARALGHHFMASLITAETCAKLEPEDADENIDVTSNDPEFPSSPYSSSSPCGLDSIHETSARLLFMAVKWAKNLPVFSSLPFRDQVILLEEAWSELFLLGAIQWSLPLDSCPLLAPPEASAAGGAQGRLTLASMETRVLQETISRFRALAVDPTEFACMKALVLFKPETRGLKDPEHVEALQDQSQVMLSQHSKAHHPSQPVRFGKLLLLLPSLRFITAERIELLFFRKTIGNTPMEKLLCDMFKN
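Material: NR2E3–RetCOR corepressor complex / Incubation: Compound–protein incubation for 5 h at 4 °C / Dosing: compound at 4.8 µM, single dose / Detection: time-resolved FRET / Benchmarks: high control biotin, low control 0.6% DMSO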
NR2E3 ag-2: agonists of human NR2E3 nuclear receptor; CHO-S Gal4-NCOR/VP16-NR2E3 two-hybrid, luciferase; Q9Y5X4; inhibition of corepressor binding, % at 3.98 µM; hit rate 0.35% among 360,000; AID 602229;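 active = inhibition above the mean of all tested compounds plus 3 SD, cut at about 70% in these data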;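 also: 0% = DMSO with NR2E3 transfected cells and 100% = cells lacking NR2E3 construct; higher means lower luciferase signal from less NR2E3 corepressor binding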
aDG glyco up: alpha-DG glycosylation activation | Pro5-aDG cells, alpha-DG glycosylation AlphaScreen (IIH6); 0% Pro5, 100% B10-LARGE cell signal | activation, % at 10 µM | hit rate 0.22% among 360,000;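 active = activation of at least 8% versus controls, or a plate z-score of at least 8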;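 also: Pro5 are CHO cells carrying HIG-tagged alpha-DG that lacks glycosylation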
Numbers without * were called inactive; . = no result given. These rows are one share of the data (hit frequency here may not be typical).

SMILES	HIF-2a block	Granule exo inh	TRPM1 prom inh	Vif inh	hiPSC survival	PDI turbidity	CaV13 ICDI inh	Peg3 prom inh	NR2E3 ag-1	NR2E3 ag-2	aDG glyco up
O=C1NCN(c2ccccc2)C12CCN(C(c1ccccc1OC(F)(F)F)c1nnnn1C1CCCCC1)CC2 (stereo not given)	13.2	-4.5	.	-7.3	6.2	.	-5.9	23.1	.	3.2	0.0
O=C1CC(=O)N(Cc2ccccc2)C(=O)N1CCCCCCN1C(=O)CC(=O)N(Cc2ccccc2)C1=O	13.1	1.2	6.7	-1.8	-0.7	1.1	-4.5	11.7	6.4	0.7	-0.1
N[C@@H](Cc1c[nH]c2ccccc12)c1nnc(SCc2ccc(Cl)cc2)o1	3.7	-6.3	13.5	-17.4	2.3	0.5	-5.1	14.0	3.0	12.6	0.1
CCCCn1c(O)c(C(C)=Nc2ccc(OCC)cc2)c(=O)[nH]c1=O	7.3	-2.8	1.6	-23.9	-0.8	-8.3	-7.3	16.5	0.3	1.9	0.0
COc1ccc(C2=CC(c3ccc(OC)c(OC)c3)c3c(c4ccccc4oc3=O)O2)cc1OC (stereo not given)	21.3	3.7	29.6	-4.6	-0.9	0.1	-18.2	27.1	3.1	5.9	-0.2
Cc1ccc(CN2CCCN(Cc3ccccc3C)S2(=O)=O)cc1	13.8	20.7	1.4	23.2	-0.3	2.7	-17.4	25.9	-1.0	-5.6	0.0
CC(=NCc1cccnc1)c1c(O)n(-c2ccccc2)c(=O)[nH]c1=O	9.2	-3.0	7.0	-2.2	0.3	-6.2	.	-1.4	3.6	-9.6	-0.2
Nc1c(C(=O)NCc2ccco2)c2nc3ccccc3nc2n1Cc1ccccc1	12.8	21.7	16.0	-3.3	0.7	-11.1	-3.9	11.9	4.5	3.0	1.1
COc1cc2[nH]c(C(=O)N3CCC4(CC3)OCCO4)cc2c(OC)c1OC	-4.4	0.9	-4.6	-3.0	-0.2	-3.1	-2.2	-54.5	-0.8	-25.8	0.0
CCC(=NCC1CCCO1)c1c(O)[nH]c(=O)[nH]c1=O (stereo not given)	7.4	2.2	-1.4	.	4.6	-0.8	-5.0	10.3	0.2	-2.1	-0.2
O=C(CN1CCCCC1)c1ccccc1F	9.5	0.7	-3.3	-11.2	0.6	-0.8	-7.0	-10.9	-4.2	-10.6	0.9
CCn1cc(C(=O)N2CCOCC2)c2ccccc21	18.0	-4.2	-3.1	-8.2	0.8	9.6	2.0	10.3	3.3	-52.0	-0.4
CN(C)CCCN=Cc1c(O)n(Cc2ccco2)c(=O)[nH]c1=O	16.4	-0.4	3.6	-10.1	-0.5	10.0	4.1	10.1	-1.4	-14.6	-0.2
COC(=O)C1=C(c2ccc(OC(F)(F)F)cc2)C[C@@H]2CC[C@H]1N2C(=O)NCc1cccc2ccccc12	3.2	6.3	1.0	-11.8	0.4	-4.6	-5.4	18.8	-1.9	10.5	-0.2
Cc1cc2ccccc2c(=O)n1CC(=O)NCC(=O)N1CCC2(CC1)OCCO2	11.2	-0.1	0.8	5.4	-0.6	-7.9	-6.4	-2.9	1.3	-1.2	0.4
CCOc1ccc(NC(=O)c2ccc(NC(=O)COC(=O)Cc3ccccc3)cc2)cc1	-65.0	-1.4	-13.2	9.8	-0.2	4.3	-4.7	-203.6	3.2	-37.4	0.4
COCCNC(=O)c1c(N)n(CCC(C)C)c2nc3ccccc3nc12	8.7	20.4	7.8	1.8	-0.9	0.8	-3.1	27.7	9.6	-11.3	1.1
Cc1cc(=O)oc2cc(OCC(=O)N3C[C@H]4C[C@@H](C3)c3cccc(=O)n3C4)c(Cl)cc12	12.6	3.8	-4.0	1.1	-2.9	.	.	1.9	-0.4	-9.6	0.2
O=C(C(Cc1ccccc1)NS(=O)(=O)c1ccc(F)cc1)N1CCC2(CC1)OCCO2 (stereo not given)	11.1	-2.1	-5.9	.	1.2	-5.5	-0.1	12.6	-4.7	-9.6	0.0
N#Cc1ccc(Cn2cc(C(=O)c3ccco3)c3ccccc32)cc1	-32.4	-0.5	12.8	-13.1	0.4	-4.9	.	-13.0	0.4	-9.3	1.0
COC(=O)c1ccc(CN2CCSC2=N)cc1	16.1	-1.4	-2.6	10.0	-0.5	-0.1	-14.2	14.2	2.9	14.0	-0.2
O=C1NC(=O)N(CCc2ccc(F)cc2)C(=O)/C1=C/c1ccco1	25.2	7.5	34.4	3.7	0.1	5.3	11.5	27.8	-2.9	7.7	0.1
CCOP(=O)(OCC)C(NS(=O)(=O)c1ccccc1)C(Cl)(Cl)Cl (stereo not given)	10.2	-2.3	0.9	-2.8	-0.4	3.4	17.0	-1.8	7.7	-3.0	-0.2
S=c1[nH]c2ccccc2[nH]1	16.2	1.1	-5.4	-12.5	2.4	-8.5	-1.0	10.2	0.2	1.5	-0.2
[O-]c1ccccc1-[n+]1c(-c2ccccc2)cc(-c2ccccc2)cc1-c1ccccc1	-39.1	-2.1	47.5	3.3	-4.8	3.0	-5.7	38.4	-0.2	-31.5	-0.2

Continued; the last 2 above are carried over.
SMILES	HIF-2a block	Granule exo inh	TRPM1 prom inh	Vif inh	hiPSC survival	PDI turbidity	CaV13 ICDI inh	Peg3 prom inh	NR2E3 ag-1	NR2E3 ag-2	aDG glyco up
S=c1[nH]c2ccccc2[nH]1	16.2	1.1	-5.4	-12.5	2.4	-8.5	-1.0	10.2	0.2	1.5	-0.2
[O-]c1ccccc1-[n+]1c(-c2ccccc2)cc(-c2ccccc2)cc1-c1ccccc1	-39.1	-2.1	47.5	3.3	-4.8	3.0	-5.7	38.4	-0.2	-31.5	-0.2
C=C1C2C[C@H](O)C(C)(C)[C@@]2(O)[C@H](O)C[C@]23C[C@@](C)(O)[C@H](CC[C@H]12)[C@H]3OC(C)=O (stereo not given in full)	13.6	-4.3	0.6	-2.4	-3.5	18.9	-10.9	-1.5	-3.0	-8.8	-0.2
CCCCn1nnnc1C(c1ccccc1)N1CCC2(CC1)C(=O)NCN2c1ccccc1 (stereo not given)	14.9	-2.1	.	1.0	-0.8	.	-8.6	12.6	.	-30.8	-0.4
C[N+]1(CC(COCc2ccccc2)OC(=O)Cc2ccccc2)CCOCC1 (stereo not given)	5.9	-1.0	-0.3	-0.4	-0.5	-1.7	-6.2	3.2	-2.2	19.3	-0.3
Cc1ccc(-n2c(O)c(/C=N/NC(=O)c3ccncc3)c(=O)[nH]c2=O)cc1C	1.6	3.0	9.3	-1.7	-0.7	6.1	-4.9	10.5	1.6	-12.0	-0.3
O=C/C=C/c1ccccc1	0.0	2.2	-8.4	1.4	-3.2	.	.	-8.6	.	-20.2	0.1
CCCc1nc2ccccc2c(=O)n1-c1cccc(OC)c1	6.0	2.1	-10.3	.	-1.7	-10.3	.	13.9	-1.6	-15.7	-0.1
O=C1C2CC(CN3CCCCC23)C2CCCCN12 (stereo not given)	10.2	9.8	.	11.1	-0.7	.	.	3.9	.	-0.5	-0.2
Cc1cccc(C)c1N1CCN(c2c(C)cccc2C)CC1	12.9	5.2	-7.8	-5.5	1.8	1.9	-1.9	11.3	.	2.9	0.1
CNCCc1c[nH]c2ccc(O)cc12	9.3	-3.5	-4.7	-0.5	-0.2	4.1	-4.8	-2.4	-0.5	-15.6	0.2
Cc1ccc(C(=O)COC(=O)Cc2ccccc2)cc1	-8.1	-5.5	-51.5	0.1	-0.3	8.5	-5.3	1.1	0.8	-16.3	0.2
COc1ccc2c(c1)CC1(CN2C)C(=O)NC(=O)N(c2ccc(C)cc2)C1=O (stereo not given)	0.4	0.5	13.9	-3.0	3.4	-4.3	-2.2	16.2	0.7	2.5	-0.3
Cc1nn(C)cc1/C=C1/CC2C3CC=C4CC(O)CCC4(C)C3CCC2(C)C1=O (stereo not given)	32.5	-1.1	1.2	25.6	5.9	-1.5	-7.6	7.9	2.6	-18.0	0.0
O=C(Nc1ccc(Cl)c(Cl)c1)c1ccco1	-278.3	-6.0	-59.6	-10.7	-0.4	2.0	-19.7	-250.6	3.6	-76.2	-0.1
O=c1c2ccccc2nc(CNc2ccccc2)n1-c1ccccc1	8.2	12.1	-13.5	1.0	0.2	-2.1	-1.6	5.6	2.2	-4.7	-0.1
CNC(=O)O/N=C(\N)Cc1csc2ccc(Cl)cc12	21.0	-1.9	14.0	26.4	-0.4	2.6	-18.0	18.6	-1.9	-9.7	-0.2
CN1CCC[C@@H]1CCO[C@](C)(c1ccccc1)c1ccc(Cl)cc1	-18.7	3.8	-16.9	19.4	-2.9	13.9	-4.7	14.3	.	9.7	0.1
CC12C(C(=O)O)C1(c1ccccc1)C2C(=O)O (stereo not given)	-2.3	7.5	1.3	-6.0	-0.6	10.6	-6.1	-3.9	.	-23.0	-0.1
O=C(NCCCN1CCOCC1)C(Cl)(Cl)Cl	15.5	3.9	-6.0	-4.4	0.6	1.4	-3.5	9.9	1.9	-17.3	-0.3
Cc1[nH]c2ccc(O)cc2c1CCN	10.4	-0.9	-0.2	-9.2	2.0	11.4	-5.3	1.4	2.9	-33.3	-0.4
Cc1nc2ccccc2c(=O)n1-n1cnnc1	22.0	-2.1	7.3	22.3	-0.6	-3.2	-14.3	20.8	-0.1	-10.6	-0.1
COC(=O)C[C@]1(C(=O)OC)CN(C#N)N(c2ccc(Cl)cc2)C12c1ccccc1-c1ccccc12	85.4*	7.8	95.9*	57.2*	-4.5	14.3	-3.6	102.9*	1.6	88.6*	-1.1
CCOC(=O)C1(CCCc2ccccc2)CCN(C2CCC2)CC1	10.8	3.3	10.6	-3.7	-0.6	13.9	-4.3	4.2	4.1	15.4	0.1
CCn1ccnc1CN1CCCC(C(=O)c2ccc(OC)cc2OC)C1 (stereo not given)	12.2	0.7	7.9	0.9	-0.1	1.7	0.2	10.1	0.9	-13.6	0.3
CCOC(=O)[C@]12Cc3ccccc3[C@H]1N(Cc1ccccc1)C(=O)c1ccccc12	-0.6	-4.4	-8.0	4.3	-1.6	0.5	-8.7	17.2	.	2.5	-0.2
C[C@]12CCC(=O)C=C1CCC1C2CC[C@@]2(C)C1CC[C@@H]2O (stereo not given in full)	1.2	-1.6	18.8	-6.9	-0.4	-6.5	-10.6	28.7	.	-7.9	-0.3
CCC1CN1P(=O)(c1ccccc1)N1CC1CC (stereo not given)	3.0	25.8	5.2	19.8	-1.7	-2.3	-5.5	-4.3	.	-4.8	0.0
O=C(Nc1ccccc1)Oc1ccccc1	-61.9	-0.6	-2.9	.	-0.2	-0.1	-7.4	-2.3	0.0	8.3	0.0
Cc1cc(C=C2C(=O)N(C)C(=S)N(C)C2=O)c(C)n1C1CCCCC1	-41.2	1.5	-8.5	-2.2	8.1	-3.5	-5.6	-19.4	3.6	-28.3	0.6
CN1C(=O)C(=Cc2ccc(Sc3ccccc3)o2)C(=O)N(C)C1=O	33.0	48.8	1.7	16.1	-0.8	2.3	-5.8	37.1	2.3	-30.0	-0.4
NNCc1cccc(O)c1	-20.0	-2.7	-35.0	12.4	-2.6	-1.8	-5.3	-8.0	-3.8	-32.3	0.1

Copied from the list.
`CCOc1ccc(NC(=O)c2ccc(NC(=O)COC(=O)Cc3ccccc3)cc2)cc1` in NR2E3 ag-1: 3.2
`O=C(NCCCN1CCOCC1)C(Cl)(Cl)Cl` in aDG glyco up: -0.3
`Cc1ccc(C(=O)COC(=O)Cc2ccccc2)cc1` in NR2E3 ag-2: -16.3
